# High-throughput results deposited in PubChem by several laboratories.
# Glyco luc inh – blocks N-linked glycosylation in D54 reporter cells; D54 ERlucT glycosylation luciferase reporter, 24 h; percent of 100 nM tunicamycin response; reporter increase, % at 12.5 µM; 0.23% of 360,000 active; AID 588692;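 active = mean luciferase reporter signal, scaled so untreated is 0 and the glycosylation-blocking control 100, at or above a set limit in every replicate; inconclusive = mean reaches the limit but not every replicate does; inactive = mean below the limit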;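 also: luciferase carries N-glycosylation sites so blocking glycosylation raises the light; 0% = median of neutral control wells and 100% = median of 100 nM tunicamycin wells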
# HTR2A ag – agonists of mouse serotonin 5-HT2A receptor (HTR2A) | P35363 | CHO-K1 mHTR2A beta-arrestin complementation, luminescence; percent of 30 µM serotonin response | activation, % at 7.6 µM | 0.66% of 360,000 active | AID 624169;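 active = activation above a run cutoff, the mean activation of all tested compounds plus 3 SD, cut at about 14% in these data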;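 also: 0% = plate median of compound wells and 100% = 30 µM serotonin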
# aDG glyco up – increases alpha dystroglycan glycosylation; Pro5-aDG cells, alpha-DG glycosylation AlphaScreen (IIH6); 0% Pro5, 100% B10-LARGE cell signal; activation, % at 10 µM; 0.22% of 360,000 active;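 active = activation of at least 8% versus controls, or a plate z-score of at least 8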;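 also: Pro5 are CHO cells carrying HIG-tagged alpha-DG that lacks glycosylation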
# Cardio protect – modulators protecting cardiomyocytes from myocardial damage; 0.63% of 360,000 active; AID 588492; protection from H2O2 cell death, % at 20 µM; H9c2 cardiomyocytes, H2O2 injury protection, ATPLite, 2 h;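 active = compounds giving at least 50% protection of heart cells from peroxide-induced death in the single-dose screen, raw or plate-pattern-corrected value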;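 also: 0% = DMSO wells with peroxide and 100% = DMSO wells without peroxide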
# Granule exo inh – blocks lytic granule exocytosis | AID 651702 | TALL-104 LAMP-1 surface exposure, flow cytometry; cells stimulated with thapsigargin and PMA | inhibition, % at 10 µM | 0.66% of 360,000 active;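 active = inhibition above about 55%, limit read from the data; inconclusive = no clear call, values can overlap the other calls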
# CaV13 FRET inh – Disruptors of the CACNA1D IQ motif to Ca2+-dependent inactivation inhibitor domain association, primary screening, Förster resonance energy transfer in intact living … | 0.098% of 340,000 active | inhibition, % at 12.3 µM | HEK cells, CFP/YFP FRET ICDI-IQ, plate reader, 10 min; percent FRET-ratio fall versus neutral wells;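 active = mean replicate inhibition of at least 30% and at least 1% of replicates passing that level; inconclusive = only one of the two criteria is met; inactive = neither criterion is met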;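 also: 0% = median of the neutral control wells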
# ABCB6 inh 2 – human ABCB6 transporter inhibition; K562-ABCB6 porphyrin accumulation, flow cytometry, 1 h; hits give low values; fluorescence ratio to DMSO, % at 10 µM; 0.19% of 360,000 active; Q9NP58;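 active = fluorescence ratio to DMSO below 75%, the collection mean minus 3 SD; inconclusive = too few cells collected in the well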;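 also: signal is porphyrin accumulated inside mitochondria; 100% equals median channel fluorescence of DMSO control wells; lower ratio means ABCB6 inhibition with less porphyrin fluorescence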
# Target sequence (Q9NP58 whole entry, looked up): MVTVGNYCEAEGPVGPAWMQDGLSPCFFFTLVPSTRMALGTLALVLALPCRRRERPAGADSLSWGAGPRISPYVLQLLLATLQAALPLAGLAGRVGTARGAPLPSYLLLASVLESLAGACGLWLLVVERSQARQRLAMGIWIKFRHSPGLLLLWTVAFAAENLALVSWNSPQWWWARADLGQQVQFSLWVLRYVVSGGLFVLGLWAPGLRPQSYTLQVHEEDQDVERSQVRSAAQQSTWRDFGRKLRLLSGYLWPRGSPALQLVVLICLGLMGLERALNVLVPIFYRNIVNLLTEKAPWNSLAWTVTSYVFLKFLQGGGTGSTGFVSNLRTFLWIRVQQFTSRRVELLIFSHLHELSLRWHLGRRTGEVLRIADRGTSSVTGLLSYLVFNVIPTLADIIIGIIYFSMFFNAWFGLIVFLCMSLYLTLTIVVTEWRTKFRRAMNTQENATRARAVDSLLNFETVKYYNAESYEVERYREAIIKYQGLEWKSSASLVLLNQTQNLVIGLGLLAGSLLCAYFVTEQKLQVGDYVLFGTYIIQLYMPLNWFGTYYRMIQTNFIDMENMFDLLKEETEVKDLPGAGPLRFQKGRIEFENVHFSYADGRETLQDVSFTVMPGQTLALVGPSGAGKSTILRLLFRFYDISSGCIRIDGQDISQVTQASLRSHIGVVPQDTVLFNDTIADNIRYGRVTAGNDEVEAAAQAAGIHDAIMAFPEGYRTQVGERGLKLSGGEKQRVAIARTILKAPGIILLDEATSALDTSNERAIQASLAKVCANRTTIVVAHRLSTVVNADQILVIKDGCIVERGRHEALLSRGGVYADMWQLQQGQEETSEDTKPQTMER
# iPSC survival up – enhancers of human iPSC single-cell survival. survival enhancement, % at 20 µM. hiPSC single-cell survival, ATPlite luminescence; 100% = ROCK inhibitor wells, 0% = DMSO. 0.044% of 360,000 active. AID 602274; in the data active = survival enhancement above about 18%;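 also: cells exposed to compounds for 16 hours before the ATP read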
# PDI turbidity – PDI (human) enzyme inhibition; P07237; PDI insulin aggregation turbidity, A650, 90 min; inhibition, % at 10 µM; 0.052% of 350,000 active; AID 588391;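 active = mean inhibition across replicates of 30% or more, whatever share of single replicates reach that level; inconclusive = mean inhibition below 30% while every single replicate reaches 30%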;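 also: absorbance from insulin aggregation driven by PDI reduction with DTT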
# Vif inh – HIV Vif inhibition | inhibition, % at 7.49 µM | HEK293T cells, Vif self-association by quenched fluorescence, imaging, 24 h | AID 602346 | 0.35% of 340,000 active; in the data active = inhibition above about 50%, passing the limit was not always enough; inconclusive = no clear call, values can overlap the other calls; inactive = below about 31%; also: some results filed as inactive read as strong as hits
# Active calls of the source: *; ? = inconclusive; · = not tested or not shown. A portion of the library; count on the stated rates, not on these rows.
compound	Glyco luc inh	HTR2A ag	aDG glyco up	Cardio protect	Granule exo inh	CaV13 FRET inh	ABCB6 inh 2	iPSC survival up	PDI turbidity	Vif inh
Cc1ccc(C)c(NC(=O)CCNC(=O)N2C[C@H]3C[C@@H](C2)c2cccc(=O)n2C3)c1	3	1	0.1	2	-6	·	97	0.5	·	-9
Cc1cc(OC(C)C(=O)NCC(O)c2ccccc2)c2c3c(c(=O)oc2c1)CCC3 (stereo not given)	2	3	0.7	-1	0	-14	92	-0.4	-4	-6
O=S(=O)(c1cccc(C(F)(F)F)c1)N1Cc2ccccc2-n2nncc2C1	0	-1	0.1	-10	-1	-6	96	2.5	-1	3
O=C(O)Cn1cc(/C=C2\C(=O)NC(=O)N(c3ccc(Cl)cc3)C2=O)c2ccccc21	-1	4	0.1	-3	4	-3	108	-0.4	-4	4
c1ccc2c(c1)OCC(C1=NCCN1)O2 (stereo not given)	-7	8	0.5	18	3	-5	97	-3.3	-20	0
N#CC(CCN1CCOCC1)(c1ccccc1)c1ccccc1	-3	-7	0.0	-3	-2	-17	96	-0.4	10	-2
COc1cc(/C=C2/C(=O)NC(=O)N(c3ccccc3)C2=O)ccc1O	3	7	-0.1	-5	-1	-17	101	2.4	1	12
CCCCn1c(O)c(C(C)=NCc2cccnc2)c(=O)[nH]c1=O	2	-4	0.0	4	-4	-3	101	0.4	2	-2
CCCC[N+]12C3C[C@H](C4[C@H](O)[C@]5(C[C@@H]41)c1ccccc1N(C)[C@@H]35)[C@H](CC)[C@H]2O (stereo not given in full)	-2	-4	0.2	1	33	-20	107	-0.1	-9	17
COC(=O)C1=CO[C@@H](C)[C@@H]2CN(CCc3c[nH]c4ccccc34)CC[C@H]12	1	-10	0.2	3	-5	·	104	-0.1	·	-17
COC(=O)C1C2c3ccccc3OC1(C)N=c1s/c(=C/c3cnn(C)c3)c(=O)n12 (stereo not given)	0	0	-0.1	4	0	-5	103	-0.1	-1	-2
Cc1cc(/C=C2\C(=O)NC(=O)N(c3cccc(F)c3)C2=O)c(C)n1-c1cc(C(=O)O)cc(C(=O)O)c1	2	0	0.0	2	5	3	96	3.5	1	-2
O=C1NC2C(=CC(O)C(O)C2O)c2cc3c(cc21)OCO3 (stereo not given)	-18	3	-0.3	-1	1	-7	94	-2.5	-3	2
CCC1=C(C)C(N2CCOCC2)=NP(N2CCOCC2)(N2CCOCC2)=N1	1	3	0.1	10	1	-4	90	-0.9	0	-2
CCCCn1nnnc1C(CCSC)N1CCC(n2c(=O)[nH]c3ccccc32)CC1 (stereo not given)	-1	12	-0.6	41	2	-6	92	-3.4	·	-2
CC(=O)O[C@H]1CC[C@@]2(C)C(=CC[C@@H]3[C@@H]2CC[C@]2(C)C(=O)CC[C@@H]32)C1	0	3	-0.2	-31	-5	·	98	1.8	-5	25
O=C1NC(=O)C(=Cc2ccsc2)C(=O)N1	2	1	0.2	2	-1	-5	94	0.3	4	-26
Cc1cc(C)cc(N2C(=O)NC(=O)/C(=C\c3cccn3-c3ccc(Cl)cc3)C2=O)c1	3	0	0.0	0	44	·	99	3.5	0	-10
CCOc1cccc(CNCCc2c(C)[nH]c3ccc(OC(F)(F)F)cc23)c1O	-11	27*	-0.4	-20	78*	-3	90	-0.4	13	-7
COc1ccc(CCNCC2CCCO2)cc1 (stereo not given)	2	-4	-0.1	-1	-3	-2	92	-0.2	-7	-6
COc1cccc(Oc2c(C)oc3cc(OC(=O)N(C)C)ccc3c2=O)c1	-2	1	0.5	-3	-1	-5	97	8.1	-1	-13
COCCCNC(=O)c1c(NC(=O)c2ccccc2Cl)n(Cc2ccccc2)c2nc3ccccc3nc12	·	4	0.2	5	-1	-3	94	8.2	5	7
BrCC(Br)(Br)Br	6	-1	-0.2	7	0	·	104	0.5	·	-4
CC1c2ccccc2-n2nncc2CN1CC1CCCCC1 (stereo not given)	-3	-2	0.0	6	-4	-6	101	-0.8	-2	·
COc1cc(CN2CCN(c3cc(C)ccc3C)CC2)ccc1O	10	-3	0.4	-12	-2	-7	105	-0.2	-11	·
O=C1NC(=O)C(=Cc2ccc3ccccc3c2)C(=O)N1	2	1	0.0	6	5	-5	95	-0.5	5	-4
COc1c(C)cc(C(=O)C2CCCN(Cc3cnc(C)s3)C2)cc1C (stereo not given)	-2	0	0.2	-2	-1	12	107	0.6	15	·
CCOC(=O)[C@]12Cc3cc(OC)ccc3[C@H]1N(C)C(=O)c1cc(OC)ccc12	·	-6	0.3	·	-7	-10	100	-0.5	·	·
CNC(C(=O)c1ccccc1)C(OC)c1ccccc1 (stereo not given)	-1	5	-0.2	-2	-2	·	97	1.7	-5	24
CCc1c(C(=O)NN2C(=O)C3C4CCC(O4)C3C2=O)csc1C (stereo not given)	0	-2	1.1	2	-7	-3	99	1.9	-15	0
COC(=O)C1=C(c2ccc(-c3ccccc3)c(F)c2)C[C@@H]2CC[C@H]1N2C(=O)NCCO	-3	-4	-0.2	-5	3	-6	95	-0.3	-3	2
CC1CC(C)CN(CC(=O)c2ccc(OC(F)F)cc2)C1 (stereo not given)	0	3	0.1	3	-3	-3	93	-1.0	8	5
CCOC(=O)c1cc2ccccc2n1C1CCN(Cc2ccccc2)CC1	·	-9	-0.2	·	-7	-5	97	-1.1	·	·
CC(C)(CN)CC(=O)O	0	-4	0.1	-3	0	-6	103	-0.1	2	5
CCn1c(C)c(C(=O)O)c2cc(OC)ccc21	-1	-4	0.0	0	5	-3	99	5.1	-4	-2
C=C1C(=O)OC2CC3(C)OC3CCC(C)=CC(OC(C)=O)C12 (stereo not given)	-12	-4	0.1	-19	38	-5	100	-3.0	-9	13
COc1ccc2[nH]c3c(c2c1)CCNC3	-2	3	-0.1	7	-1	·	100	1.0	·	2
O=c1[nH]c(=O)n(-c2ccc(Br)cc2)c(O)c1C=NCCN1CCCCC1	2	-1	-0.3	5	5	-5	101	-0.1	-3	5
CN(C)CCCNCC(=O)Nc1ccc(Cl)cc1C(=O)c1ccccc1	2	0	0.6	6	1	-2	91	-0.1	8	-2
Cc1cc(/C=C2\C(=O)NC(=O)N(c3ccccc3)C2=O)c(C)n1-c1ccc(C(=O)O)c(Cl)c1	0	0	-0.1	0	-4	-20	101	-0.4	1	-2
COc1cc2c(c(OC)c1OC)-c1ccc(O)cc1C(NC(C)=O)CC2 (stereo not given)	10	-6	-0.3	-3	3	-12	105	-1.5	-6	?
Cc1ccc2c(c1Cl)NC(C(=O)O)C1CC(Sc3ccccc3[N+](=O)[O-])C(Cl)C21 (stereo not given)	0	-3	0.1	4	0	·	100	-0.7	-3	3
CCCCCCCCCCCCn1ccc(=N)cc1	0	-1	0.2	-16	27	-2	83	-0.2	11	-27
CCOc1cc(C=C2C(=O)NC(=O)NC2=O)ccc1OCC(=O)N1CCOCC1	1	2	-0.1	6	-6	-3	115	0.3	-22	-2
O=[N+]([O-])c1ccc(NCc2ccc(Cl)cc2)c2ccncc12	1	-4	0.5	-14	26	-2	103	-0.2	3	-3
CCOC(=O)c1ccc(N2C(=O)CC(N3CC=C(c4ccc(F)cc4)CC3)C2=O)cc1 (stereo not given)	0	-2	0.0	12	1	-3	110	-2.4	-2	12
CCOC(=O)c1c(N)n(CCN2CCOCC2)c2nc3ccccc3nc12	8	2	0.0	11	-2	-5	102	2.1	-1	3
O=[N+]([O-])c1cc([As](=O)(O)O)ccc1O	-2	-2	0.0	-5	-1	-5	106	0.4	2	10
NP(=O)(OCCCc1ccccc1)Oc1ccc(Cl)cc1 (stereo not given)	1	-5	0.1	-5	-11	-4	96	-1.2	-3	14
CC[C@H](C)/C=C(C)/C=C/C1=CC2=C(Cl)C(=O)[C@](C)(OC(C)=O)C(=O)C2=CO1	4	0	0.1	0	-1	·	99	-0.6	·	-3
Cn1c(O)c(C2=NN(C(=O)CCl)C(c3ccccc3)C2)c(=O)n(C)c1=O (stereo not given)	3	6	0.1	3	-1	-21	92	-0.3	-5	6
CCCCCCCn1c(=O)c(C(=O)Nc2cnccn2)c(O)c2ccccc21	-5	-2	1.1	-14	-18	-4	96	0.9	1	9
Nc1c(C(=O)NCCN2CCOCC2)c2nc3ccccc3nc2n1Cc1ccco1	5	9	0.7	20	7	·	96	1.6	4	-3
Cc1ccccc1NC(=O)c1cc(-c2ccccc2)n(CCCN2CCOCC2)c1C	0	-3	0.0	12	19	-15	99	-0.2	0	16
CN(CCCCC(=O)/C=N/O)Cc1ccccc1 (tested in a mixture with another compound)	3	-2	0.0	3	-3	-4	95	-1.4	-3	-2
NC(=O)OCCCc1ccccc1	-1	-2	-0.2	10	0	-5	92	-0.1	4	-5
COc1ccc(CCn2c(O)c(C=NCc3cccnc3)c(=O)[nH]c2=O)cc1OC	-1	-1	-0.8	1	5	-6	98	-1.3	-7	5
COC(=O)C1=C(c2cc3ccccc3s2)C[C@@H]2CC[C@H]1N2C(=O)NCc1cccc2ccccc12	-4	-12	-0.3	-2	-1	-3	92	-3.2	0	0
OCC(Br)CBr (stereo not given)	1	7	0.1	-1	7	·	98	0.8	·	3
Cc1cccc(OP(=O)(Oc2ccccc2)OC(c2ccccc2)C(F)(F)F)c1 (stereo not given)	-3	-7	0.4	-4	18	-3	99	0.6	2	5
OC1C2CN3CN(C2)CC1(c1ccccc1)C3 (stereo not given)	2	6	-0.1	1	-4	-1	92	-0.6	2	18
Clc1cnc(Oc2ccc(Oc3ncc(Cl)cc3Cl)cc2)c(Cl)c1	1	2	0.0	-5	-5	-9	102	2.7	-1	0
c1cncc(CNC2=NCCCCC2)c1	2	-3	-0.1	11	-2	-4	105	3.5	0	·

# Some of the entries so far, field by field.
CC(C)(CN)CC(=O)O
  Glyco luc inh: 0
  HTR2A ag: -4
  aDG glyco up: 0.1
  Cardio protect: -3
  Granule exo inh: 0
  CaV13 FRET inh: -6
  ABCB6 inh 2: 103
  iPSC survival up: -0.1
  PDI turbidity: 2
  Vif inh: 5
CCOc1cc(C=C2C(=O)NC(=O)NC2=O)ccc1OCC(=O)N1CCOCC1
  Glyco luc inh: 1
  HTR2A ag: 2
  aDG glyco up: -0.1
  Cardio protect: 6
  Granule exo inh: -6
  CaV13 FRET inh: -3
  ABCB6 inh 2: 115
  iPSC survival up: 0.3
  PDI turbidity: -22
  Vif inh: -2
COC(=O)C1=C(c2cc3ccccc3s2)C[C@@H]2CC[C@H]1N2C(=O)NCc1cccc2ccccc12
  Glyco luc inh: -4
  HTR2A ag: -12
  aDG glyco up: -0.3
  Cardio protect: -2
  Granule exo inh: -1
  CaV13 FRET inh: -3
  ABCB6 inh 2: 92
  iPSC survival up: -3.2
  PDI turbidity: 0
  Vif inh: 0
CC1c2ccccc2-n2nncc2CN1CC1CCCCC1 (stereo not given)
  Glyco luc inh: -3
  HTR2A ag: -2
  aDG glyco up: 0.0
  Cardio protect: 6
  Granule exo inh: -4
  CaV13 FRET inh: -6
  ABCB6 inh 2: 101
  iPSC survival up: -0.8
  PDI turbidity: -2
  Vif inh: ·
